VHR inh color – blocks the human dual specificity phosphatase VHR1. recombinant VHR phosphatase, colorimetric substrate read-out. inhibition, % at 20 µM. 0.7% of 50,000 active; in the data active means inhibition above about 60%; further: some results filed as inactive read as strong as hits
Target sequence (P51452 whole entry, looked up): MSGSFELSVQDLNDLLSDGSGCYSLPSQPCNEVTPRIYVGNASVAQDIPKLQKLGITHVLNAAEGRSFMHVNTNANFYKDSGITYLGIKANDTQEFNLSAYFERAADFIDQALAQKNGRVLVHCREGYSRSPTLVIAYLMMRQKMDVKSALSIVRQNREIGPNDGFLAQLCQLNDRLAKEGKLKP
* = called active by the depositor. These rows are one share of the data; the hit share may differ from the screen's.

SMILES	VHR inh color
O=C(Nc1ccc(-c2nc3ccccc3s2)cc1)c1cc2ccccc2o1	-97
CCc1ccc(OCC(=O)Nc2ccccc2C(F)(F)F)cc1	112*
S=C(NCc1ccccc1)Nc1ccc(Cl)cc1	5
O=C(Nc1ccc(Br)cc1)C1CC(=O)N(c2ccccc2)C1 (centres undefined)	4
Cc1ccc(N(CC(=O)NC2CCCC2)S(=O)(=O)c2ccc(F)cc2)cc1	-35
O=C1C(=O)N(c2cccnc2)C(c2ccccc2Cl)/C1=C(\O)c1ccc(Cl)cc1 (centres undefined)	-38
Cc1ccc(C)c(NC(=O)CN(c2ccc(C(C)C)cc2)S(=O)(=O)c2ccccc2)c1	-4
COc1ccc(N(C(=O)Nc2ccccc2[N+](=O)[O-])C(C)C2CC2)cc1 (centres undefined)	-5
CCC(OC(=O)/C=C/c1ccco1)C(=O)Nc1ccc(S(N)(=O)=O)cc1 (centres undefined)	-11
Cc1c(OCC(=O)N(C)C)ccc2c3c(c(=O)oc12)CCCC3	-2

Further compounds:
SMILES	VHR inh color
CN1C(=O)NC(=O)/C(=C\c2ccc(Cl)cc2Cl)C1=O	-5
CCC1=NN2C(=N)/C(=C/c3cn(Cc4ccc(F)cc4)c4ccccc34)C(=O)N=C2S1	-16
Cc1cccc(OCCOc2ccc(/C=N/N3C(=O)CSC3=S)cc2)c1	-3
CCOc1ccc(NC(=O)CSc2ccccn2)cc1	93
COc1cc(NS(=O)(=O)c2ccccc2)c2ncccc2c1	-18
CCOC(=O)c1ccccc1NC(=O)c1cccc(N(C)C)c1	-61
Cc1[nH]n(-c2ccccc2)c(=O)c1/C=N/N1C(=O)c2ccccc2C1=O	7
CSc1nnc2c(n1)OC(c1ccc(C)cc1)Nc1ccccc1-2 (centres undefined)	-21
COc1ccc(-n2nc3cc(C)c(NC(=O)c4ccc(OC)c(OC)c4)cc3n2)cc1	-11
O=C(Nc1ccc(Cc2ccncc2)cc1)c1ccc2ccccc2n1	-9

Further compounds:
SMILES	VHR inh color
CCN(CC)CCCCCOc1cc(C)cc(C)c1C	-16
CCN(CC)c1ccc(/C=N/c2nc(-c3ccccc3)c(C)s2)cc1	-7
CCN(CC)c1ccc(N2C(=O)/C(=C\c3ccco3)SC2=S)cc1	1
COc1cc(NC(=O)c2ccc(Cl)cc2Cl)ccc1NC(=O)c1cc2ccccc2o1	-17
O=C(/C=C/c1ccc(Cl)cc1)Nc1ccc(NC(=O)c2ccccc2)cc1	9
COC(=O)c1cnn2c1NC(c1ccccc1)CC2C(F)(F)F (centres undefined)	-8
COc1cc(C(=S)N2CCOCC2)ccc1OS(=O)(=O)c1ccc(C)cc1	-5
COC(=S)N/C(=N/S(=O)(=O)c1ccc(Br)cc1)c1ccccc1	-15
O=C(Nc1ccc(Br)cc1)c1nc[nH]c1C(=O)O	-32
CC1CCN(C(=O)Nc2cccc(Cl)c2)CC1	-12

(more compounds)
SMILES	VHR inh color
CC(=O)NC1=NC(=O)/C(=C/c2cc(C)n(-c3ccc(C(=O)O)cc3)c2C)S1	31
CC1(C)CC(=O)C2=C(C1)OC1=C(C(=O)CC(C)(C)C1)C2c1cc2c(cc1Cl)OCO2	-15
CC(=O)c1c(C)oc2ccc(NS(=O)(=O)c3cccc([N+](=O)[O-])c3)cc12	14
Cc1cc(N2CCN(c3ccccc3)CC2)nc(-c2ccc(Br)cc2)n1	-92
COc1cc(/C=C2\C=C(c3ccc(C)cc3)OC2=O)ccc1OC(C)=O	22
Nn1c(SCC(=O)O)nnc1-c1ccc(Br)cc1	-3
O=C1NC2(CCCCC2)Cc2ccccc21	-16
O=C1Nc2ccccc2C1(O)C/C(=N/O)c1ccc(Cl)cc1 (centres undefined)	-13
CC(c1nc2ccccc2n1C)C(O)(c1ccccc1)c1ccccc1 (centres undefined)	-14
CCOC(=O)c1c(NC(=O)C(OC(C)=O)c2ccccc2)sc2c1CCC2 (centres undefined)	-23

(next part)
SMILES	VHR inh color
O=C1NC(=Nc2ccc(O)cc2)CS1	-8
Cc1cc(C(F)(F)F)c(C#N)c(SCC#N)n1	-10
COC(=O)c1ccc(/C=C2/SC(=O)N(CNc3ccc(Br)cc3C)C2=O)cc1	-20
S=c1oc(-c2ccncc2)nn1CN1CCOCC1	11
Cc1cc(C)cc(N2C(=O)CC(Sc3ncn[nH]3)C2=O)c1 (centres undefined)	1
Cc1cccc(NC(=O)c2ccc(-c3ccccc3)cc2)c1	11
CC1(C)C(c2ccccc2)=NC(c2ccc(C(F)(F)F)cc2)N1O (centres undefined)	-17
COc1ccc(OCC(=O)N2c3ccccc3Sc3ccc(C(F)(F)F)cc32)cc1	-16
COc1ccccc1OCC(=O)Nc1ccc(Nc2ccccc2)cc1	17
Cc1cccnc1NC(=O)COc1ccc2ccccc2c1	19

Some of the entries so far, with each value named.
Cc1cccc(NC(=O)c2ccc(-c3ccccc3)cc2)c1
  VHR inh color: 11
CC1(C)C(c2ccccc2)=NC(c2ccc(C(F)(F)F)cc2)N1O (centres undefined)
  VHR inh color: -17
COc1ccc(OCC(=O)N2c3ccccc3Sc3ccc(C(F)(F)F)cc32)cc1
  VHR inh color: -16
COc1ccccc1OCC(=O)Nc1ccc(Nc2ccccc2)cc1
  VHR inh color: 17

5 entries drawn at random from those above, as already listed:
SMILES	VHR inh color
Cc1cccc(NC(=O)c2ccc(-c3ccccc3)cc2)c1	11
Cc1cc(C(F)(F)F)c(C#N)c(SCC#N)n1	-10
COc1ccc(OCC(=O)N2c3ccccc3Sc3ccc(C(F)(F)F)cc32)cc1	-16
COC(=O)c1ccc(/C=C2/SC(=O)N(CNc3ccc(Br)cc3C)C2=O)cc1	-20
COc1ccccc1OCC(=O)Nc1ccc(Nc2ccccc2)cc1	17

(listing goes on)
SMILES	VHR inh color
CCOC(=O)c1c(NC(=O)C(C(C)C)N2C(=O)c3ccccc3C2=O)sc(C)c1C (centres undefined)	-7
CCOC(=O)N1CCN(C(=O)c2ccc(I)cc2)CC1	-7
CCOP(=S)(OCC)SCC(=O)NC(C)(CC)C(=O)O (centres undefined)	-16
CN(C)C(=S)NC(=O)C12CC3CC(C)(CC(C)(C3)C1)C2	-39
CCOC(=O)c1c(N)c(C#N)c(C)n1-c1ccc(Cl)cc1	101
Nc1c(C(=O)C2CC2)sc2nc3c(cc12)CCC3	-12
CC(=O)Nc1ccc(S(=O)(=O)N2c3cc(C)ccc3C(C)=CC2(C)C)cc1	-10
O=C(COc1ccccc1)Nc1ccc(O)c(-c2nc3ccccc3s2)c1	-5
O=C1c2ccccc2C(=O)N1c1ccc(S(=O)(=O)N2CCOCC2)cc1	14
CCCCOc1ccc(NC(=O)C2CC(=O)N(c3ccc(C)cc3)C2)cc1 (centres undefined)	-3

The listing continues.
SMILES	VHR inh color
COc1ccc(-c2nnc(Nc3ccccc3)c3ccccc23)cc1	-1
O=C(Nc1ccc(F)cc1)/C(=C\c1cccs1)NC(=O)c1ccccc1	-14
COc1ccc(N2C(=O)CSC23C(=O)Nc2ccccc23)cc1 (centres undefined)	-4
COc1c(Cl)cc(/C=C2/SC(=S)NC2=O)cc1Cl	7
CCOc1ccc(C(=O)Nc2ccc(I)cc2Cl)cc1	7
O=C(NOC(=O)c1ccc(Br)cc1)c1ccc(Cl)cc1	-8
Cc1ccccc1N(CC(=O)N1CCc2ccccc2C1)S(C)(=O)=O	8
C=C(Br)Cn1c(C(C)O)nc2ccccc21 (centres undefined)	-2
COC(=O)c1cc(NC(=O)c2ccc3c(c2)OCO3)cc(C(=O)OC)c1	-19
COc1ccc(/C=N\NC(=O)c2ccc(S(=O)(=O)c3ccc(C(=O)N/N=C\c4ccc(OC)cc4)cc3)cc2)cc1	-22

Remaining list, next part:
SMILES	VHR inh color
COc1ccc2c(Cl)c(C(=O)Nc3ccc(N4CCOCC4)cc3)sc2c1	2
OCc1nc2ccccc2n1Cc1ccccc1F	116*
CCCOC(=O)C1=C(C)NC2=C(C(=O)CC(C)(C)C2)C1c1cccc(F)c1 (centres undefined)	-11
N#Cc1c2ncn(CC(=NO)c3ccccc3)c(=O)c2c2n1CCC2	5
COc1ccc(/C=C/C(=O)NCCc2nc3ccccc3[nH]2)cc1OC	-23
CC(Oc1ccccc1)C(=O)N1CCN(Cc2ccccc2)CC1 (centres undefined)	-7
Cc1ccc(NC(=O)COc2cccc(C)c2C)c(Br)c1	-5
Cc1cc(OCC(=O)Nc2c(C)ccc3nsnc23)cc(C)c1Cl	-11
CN(C)c1ccc(C2C(C#N)=C(N)OC3=C2C(=O)CC(C)(C)C3)cc1 (centres undefined)	-16
COc1ccc(N2C(=O)/C(=C\c3ccc(OC)cc3OC)N=C2c2ccccc2)cc1	-9

Additional records follow.
SMILES	VHR inh color
CC(C)(C)C(=O)Nc1ccc(C(=O)Nc2cccc(O)c2)cc1	-6
CCCC(C)NC(=O)c1ccc(Cl)cc1Cl (centres undefined)	29
COc1ccccc1OCC(=O)N1CCN(C)CC1	27
Cc1cccc(NCc2ccc3c(c2)OCO3)c1	-17
CCN(CC)S(=O)(=O)c1ccc(Cl)c(C(=O)Nc2ccccc2C(=O)O)c1	-8
O=C(O)C1C2CCC(O2)C1C(=O)NCc1ccc(F)cc1 (centres undefined)	-5
COc1ccc(/C=C(\NC(=O)c2ccc([N+](=O)[O-])cc2)C(=O)NCCCn2ccnc2)cc1	0
O=[N+]([O-])c1ccccc1/C=N/N/C(=N/c1ccccn1)c1ccccn1	-8
COc1ccc(-n2c(O)c(/C=C3/C(C)=Nc4ccccc43)c(=O)[nH]c2=O)cc1	-15
NC1=NC(=O)/C(=C\c2ccc(-c3ccc(C(=O)O)cc3)o2)S1	-3

Additional entries follow.
SMILES	VHR inh color
Cc1c(NC(=O)c2cccc3c2C(=O)c2cc(I)ccc2-3)c(=O)n(-c2ccccc2)n1C	-27
CC(C)Oc1ccccc1C=C1C(=O)NC(=O)NC1=O	-27
CC1(C)C(C=C(Cl)Cl)C1C(=O)Nc1cccc2ccccc12 (centres undefined)	2
Cc1ccc(-c2c(C)n([O-])c3c([n+]2=O)CCC3)cc1	-20
Clc1cccc(OCCN2CCOCC2)c1Cl	4
O=C(/C=C/c1cn(Cc2ccccc2)c2ccccc12)c1ccc(Cl)cc1	-24
O=C(N=Nc1c(O)n(CN2CCOCC2)c2ccccc12)c1ccccc1Cl	4
CCOC(=O)C1=C(C)N=c2s/c(=C\c3ccc(C)o3)c(=O)n2C1c1ccc(SC)cc1 (centres undefined)	-7
CC(C)(C)c1ccc(/C=C/C(=O)NCCCN2CCOCC2)cc1	6
CC1=NNC(=O)C1CC(=O)N/N=C/c1ccccc1 (centres undefined)	5

Next section:
SMILES	VHR inh color
CC(C)COc1ccc(C(=O)Nc2ccc(Br)cc2)cc1	-22
Cc1cccc(N2C(=O)NC(=O)/C(=C/c3ccc(F)cc3)C2=O)c1	8
Cc1ccnc(NC(=O)c2ccc(C)o2)c1	-19
Cc1cc(C)nc(NC(=O)Nc2ccc(Cl)cc2)c1	-36
Cc1ccc2ncnc(Nc3ccc(Cl)cc3)c2c1	-17
CSc1nsc(SC)c1NC(=O)OC1CCCCC1	9
CCOc1ccc(/C=N/NC(=O)c2cc(C3CC3)[nH]n2)cc1	6
COc1ccc(NC(=O)C2=C(C)NC(=S)NC2c2c(OC)ccc3ccccc23)cc1 (centres undefined)	-13
COc1ccc(-c2nnc(-c3ccc(Cl)cc3)o2)cc1OC	-7
COc1ccc(-c2cc(C(F)(F)F)n3ncc(C(=O)O)c3n2)cc1	-46

Next records
SMILES	VHR inh color
CN(C)S(=O)(=O)c1ccc(C(=O)Nc2ccc(F)cc2F)cc1	4
COc1cc(/C=N/NC(N)=O)ccc1O	-7
O=C(/C=C/c1ccccc1)Nc1ccccc1CO	-1
O=C(/C=C/Nc1ccccc1O)C(F)(F)F	-20
Cc1ccc(/C=C/C(=O)Nc2ccccc2Br)o1	44
Cc1ccccc1OCC(=O)O/N=C(\N)c1ccc(Br)cc1	-19
CCCNC(=O)c1sc2ccccc2c1Cl	-2
CCOC(=O)c1ccc(NC(=O)C(CC)Oc2ccccc2)cc1 (centres undefined)	-6
O=C1NC(=O)C(=Cc2cccc(Cl)c2)C(=O)N1	8
COc1ccc(CNC(=O)C(=O)Nc2ccc([N+](=O)[O-])cc2)cc1	-10

Additional records
SMILES	VHR inh color
CCC(C)c1ccc(OCCOc2ccc(C=C3C(=O)NC(=O)NC3=O)cc2)cc1 (centres undefined)	16
O=C(NC(=S)Nc1cccc(-c2nc3cc(Cl)ccc3o2)c1)c1ccco1	2
CC(=O)Nc1ccccc1NC(=O)COc1ccccc1	-9
Cc1ccc(C(=O)CSc2nc(N)c(C#N)c(-c3ccc(O)cc3)c2C#N)cc1	-6
O=C(/C=C/c1ccccc1Cl)Nc1ccc([N+](=O)[O-])cc1	-7
COC(=O)c1c(NC(C)=O)sc(/C(C)=C/C#N)c1C	-6
O=C(c1ccc(N2CCN(C(=O)c3ccccc3Br)CC2)cc1)c1cccc(F)c1	-13
Cc1cc(OCC(=O)Nc2ccc(Cl)cn2)ccc1Br	6
CCOC(=O)C(Sc1n[nH]c(=O)[nH]c1=O)c1ccccc1 (centres undefined)	28
CCN(CC)CCN1C(=O)C(O)=C(C(=O)/C=C/c2ccccc2)C1c1ccc(OC)cc1 (centres undefined)	-6

Additional structures follow:
SMILES	VHR inh color
COc1cc(/C=N/n2cnnc2)ccc1OC(=O)c1ccco1	4
Nc1ccccc1SC1=C([N+](=O)[O-])CS(=O)(=O)C1	7
CCOc1ccccc1NC(=O)CSc1nc2ccccc2o1	-2
CC(=O)C(=Nc1ccc(C)cc1C)NNc1ccc(Cl)c(C(N)=O)c1	11
CN1CCN(C(=O)c2ccccc2NC(=O)CN2C(=O)c3ccccc3C2=O)CC1	-10
